PAD4 inh: PAD4 (human) enzyme inhibition; Q9UM07; recombinant PAD4, RCA probe fluorescence polarization; inhibition, % at 6.36 µM; 330,000 tested, 0.41% active; AID 485272;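 active = percent inhibition above a cutoff equal to the mean of all tested compounds plus 3 SD, cut at about 15% in these data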;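 also: 0% = PAD4 with RCA probe and DMSO and 100% = probe without PAD4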
PAFAH1B3 FP inh: inhibitors of human PAFAH1B3 | inhibition, % at 3.39 µM | Q15102 | AID 492972 | recombinant PAFAH1B3, FP-rhodamine probe, fluorescence polarization | 340,000 tested, 0.28% active;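 active = inhibition above the screen-wide average of all tested compounds plus 3 SD, cut at about 25% in these data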;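 also: 0% = enzyme with DMSO only and 100% = wells lacking PAFAH1B3 protein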
Target sequence (Q15102 whole entry, looked up): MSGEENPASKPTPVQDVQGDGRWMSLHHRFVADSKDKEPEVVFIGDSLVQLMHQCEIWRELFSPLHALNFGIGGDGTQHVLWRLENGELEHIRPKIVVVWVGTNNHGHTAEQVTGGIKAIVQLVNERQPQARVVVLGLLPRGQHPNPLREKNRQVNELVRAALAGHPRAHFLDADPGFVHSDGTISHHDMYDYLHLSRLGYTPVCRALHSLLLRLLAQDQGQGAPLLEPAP
EBNA-1 inh: blocks EBNA-1 binding to DNA; EBNA-1 DNA binding, fluorescence polarization; inhibition, % at 14.8 µM; 300,000 tested, 0.34% active; in the data active = inhibition above about 28%
LYPLA1 inh: blocks human lysophospholipase 1, a PME1 counter-screen. recombinant LYPLA1, FP-Rh probe fluorescence polarization. inhibition, % at 5.9 µM. 320,000 tested, 0.16% active. AID 2174;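 active = inhibition above the mean of all tested compounds plus 3 SD, set per campaign, cut at about 14% in these data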;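 also: inhibitors block serine hydrolase probe labeling of LYPLA1 so polarization falls; 0% = enzyme with DMSO and 100% = wells lacking LYPLA1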
Target sequence (O75608 whole entry, looked up): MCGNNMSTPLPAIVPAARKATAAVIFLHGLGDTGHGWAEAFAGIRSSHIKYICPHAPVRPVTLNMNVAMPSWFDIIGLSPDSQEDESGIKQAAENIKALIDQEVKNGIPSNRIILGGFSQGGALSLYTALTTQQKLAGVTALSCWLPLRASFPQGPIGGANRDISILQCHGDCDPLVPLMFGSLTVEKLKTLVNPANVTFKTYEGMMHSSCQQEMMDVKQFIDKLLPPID
GSTO1 inh: blocks human GSTO1 in RBBP9 counter-screen. P78417. 300,000 tested, 1.1% active. inhibition, % at 5.96 µM. recombinant GSTO1, activity-based probe fluorescence polarization;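 active = inhibition above the campaign mean inhibition plus 3 SD, cut at about 35% in these data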;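 also: 0% = GSTO1-1 with DMSO and 100% = wells lacking GSTO1-1 enzyme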
PAFAH2 FP inh: PAFAH2 (human) inhibition. Q99487. 340,000 tested, 0.99% active. inhibition, % at 3.39 µM. recombinant PAFAH2, FP-rhodamine activity probe, fluorescence polarization;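 active = inhibition above the mean over all tested compounds plus 3 SD, cut at about 30% in these data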;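 also: inhibitors block probe labeling of enzyme so polarization drops; 0% = enzyme with DMSO and 100% = wells lacking PAFAH2 protein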
LYPLA2 inh: counter-screen for PME1 inhibitors: inhibitors of human LYPLA2 | O95372 | recombinant LYPLA2, FP-Rh probe fluorescence polarization | 320,000 tested, 0.38% active | AID 2177 | inhibition, % at 5.9 µM;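 active = inhibition above the screen-wide mean plus 3 SD, limit set per campaign, cut at about 26% in these data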;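 also: 0% = LYPLA2 with DMSO and 100% = wells lacking LYPLA2 enzyme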
Target sequence (O95372 whole entry, looked up): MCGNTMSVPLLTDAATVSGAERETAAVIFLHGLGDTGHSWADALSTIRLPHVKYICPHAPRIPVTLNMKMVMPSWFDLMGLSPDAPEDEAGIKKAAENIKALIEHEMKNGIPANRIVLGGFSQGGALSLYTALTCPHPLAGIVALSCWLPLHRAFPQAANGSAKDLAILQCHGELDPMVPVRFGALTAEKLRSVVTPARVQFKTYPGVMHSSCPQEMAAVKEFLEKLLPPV
ZTA counter: blocks Epstein-Barr virus ZTA, an EBNA-1 counter-screen. P03206. ZTA-DNA binding, fluorescence polarization. inhibition, % at 11 µM. 320,000 tested, 0.15% active. AID 2234; in the data active = inhibition above about 33%
Target sequence (P03206 whole entry, looked up): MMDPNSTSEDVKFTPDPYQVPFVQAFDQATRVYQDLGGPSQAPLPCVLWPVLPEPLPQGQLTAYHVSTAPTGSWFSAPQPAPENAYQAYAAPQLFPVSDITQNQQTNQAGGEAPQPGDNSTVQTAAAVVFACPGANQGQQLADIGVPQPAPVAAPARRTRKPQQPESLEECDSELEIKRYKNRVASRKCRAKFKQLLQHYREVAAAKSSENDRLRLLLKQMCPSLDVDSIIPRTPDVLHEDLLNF
PREPL inhibitor: inhibitors of human prolyl oligopeptidase-like enzyme PREPL. recombinant PREPL, fluorescence polarization activity-based probe. inhibition, % at 5.96 µM. 320,000 tested, 0.68% active; in the data active = inhibition above about 43%;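 also: 0% = enzyme with DMSO and 100% = wells lacking enzyme; many of its hits are not listed in these tables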
* marks the source's active call; other numbers are inactive results; . = not tested or not shown. This is a subset, so the mix of outcomes need not match the whole.

Start of the data: the first 3 records as a preview:
SMILES	PAD4 inh	PAFAH1B3 FP inh	EBNA-1 inh	LYPLA1 inh	GSTO1 inh	PAFAH2 FP inh	LYPLA2 inh	ZTA counter	PREPL inhibitor
COc1ccc(C(C)NC(=O)C2C(=O)NC3(C)CC2c2ccccc2O3)cc1 (stereo not drawn)	-0.7	3.7	-3.4	1.6	-0.6	-1.0	0.1	0.8	-14.4
CS(=O)(=O)N1N=C(c2ccc(Br)cc2)CC1c1cccs1 (stereo not drawn)	-4.4	-3.8	-5.5	-0.7	0.7	-2.6	5.4	-2.7	-29.5
Cc1cc(=O)n(-c2ccccc2Cl)[nH]1	33.0*	6.7	5.5	4.1	47.7*	-2.1	4.4	8.7	3.8

All compounds of this part, from the start:
SMILES	PAD4 inh	PAFAH1B3 FP inh	EBNA-1 inh	LYPLA1 inh	GSTO1 inh	PAFAH2 FP inh	LYPLA2 inh	ZTA counter	PREPL inhibitor
COc1ccc(C(C)NC(=O)C2C(=O)NC3(C)CC2c2ccccc2O3)cc1 (stereo not drawn)	-0.7	3.7	-3.4	1.6	-0.6	-1.0	0.1	0.8	-14.4
CS(=O)(=O)N1N=C(c2ccc(Br)cc2)CC1c1cccs1 (stereo not drawn)	-4.4	-3.8	-5.5	-0.7	0.7	-2.6	5.4	-2.7	-29.5
Cc1cc(=O)n(-c2ccccc2Cl)[nH]1	33.0*	6.7	5.5	4.1	47.7*	-2.1	4.4	8.7	3.8
Cc1nn(-c2ccccc2)c2[nH]c(C(F)(F)F)cc(=O)c12	-2.2	0.3	-2.0	3.8	-116.5	2.5	5.7	-2.5	-3.5
CCS(=O)c1ccccc1C(=O)OC(C)C(=O)Nc1ccc(S(=O)(=O)N2CCCC2)cc1 (stereo not drawn)	-2.7	1.1	-13.0	-2.4	14.9	4.3	-9.0	-11.6	-0.6
CCOc1ccc(N(C)C(=O)CCc2nnc3ccc(N4CCCC4)nn23)cc1	0.9	5.4	-4.4	2.5	1.0	6.9	0.4	-9.3	16.9
COCC(C)n1c(C)cc(C(=O)COC(=O)c2c(NC(C)=O)sc(C)c2C)c1C (stereo not drawn)	-4.5	-4.4	2.1	-0.9	9.7	10.7	1.8	-7.9	14.5
O=C(COC(=O)c1ccc([N+](=O)[O-])o1)Nc1ccc(F)cc1	-13.0	7.9	.	.	.	23.0	.	.	13.9
O=C(CCN1C(=O)C2C3C=CC(C3)C2C1=O)Nc1ccc2c(c1)OCO2 (stereo not drawn)	1.2	-2.6	-5.2	0.9	17.4	5.6	-2.1	-4.8	0.6
Cc1cccc(-c2nc(C#N)c(NCC3CCCO3)o2)c1 (stereo not drawn)	-1.2	4.8	19.8	3.4	-5.2	-2.6	-0.2	1.2	-1.0
O=C(NC(Nc1ncc(S(=O)(=O)c2ccc([N+](=O)[O-])cc2)s1)(C(F)(F)F)C(F)(F)F)c1ccc(Cl)cc1	-2.3	7.3	1.9	-4.4	-5.6	6.4	2.3	1.9	11.0
CC(c1ccccc1)N1CCn2c(nc3cc(NC(=O)c4cccs4)ccc32)C1 (stereo not drawn)	-9.7	5.8	-0.6	-15.3	-5.2	0.8	-16.2	8.9	14.8
C/C(=N\NC(=O)c1cc(-c2ccncc2)nc2ccccc12)c1ccc(N2CCOCC2)cc1	0.5	0.1	-17.4	-3.6	1.0	17.4	8.9	1.1	-11.7
CCOc1ccc(-n2c(C)cc(/C=N/NC(=O)C(N)=O)c2C)cc1	-5.6	6.6	-12.8	-2.8	10.2	-8.2	-6.3	-13.1	23.3
Cn1c(N)c(C(=O)CSc2ncn[nH]2)c(=O)n(C)c1=O	-8.7	9.9	3.0	1.1	-2.1	-9.6	3.4	-0.8	17.5
Cc1ccccc1C(=O)N[C@H](C(=O)OCC(=O)NC1CC1)C(C)C	-4.2	8.6	.	.	.	-2.8	.	.	12.0
Cc1cccn2c(=O)c3cc(C(=O)NCc4ccc(F)cc4)c(=N)n(CC4CCCO4)c3nc12 (stereo not drawn)	0.6	0.9	-7.6	-2.2	-2.6	10.8	-2.1	9.4	39.7
Cn1c2ccccc2c2ncn(Cc3ccc(F)cc3)c(=O)c21	2.4	-4.2	-2.8	-4.3	-5.7	-4.4	-6.0	-10.5	2.5
O=c1oc2ccccc2n1CSc1nc2ccccc2s1	2.3	3.4	-8.0	-4.2	7.5	-5.4	1.4	13.5	-17.4
COc1ccc(C(C)NC(=O)c2cccc([N+](=O)[O-])c2)cc1OC (stereo not drawn)	3.2	-3.8	-1.1	-1.1	1.2	5.7	0.7	-5.0	2.4
CCOC(=O)Nc1ccc2c(c1)N(C(=O)OC)c1ccccc1CC2	-1.2	8.0	8.6	1.1	-10.6	-1.1	6.6	3.3	2.8
N=C1/C(=C\c2ccc(OC(=O)c3ccccc3)cc2)C(=O)N=C2SC(N3CCOCC3)=NN12	0.1	4.1	2.1	-1.1	14.9	1.9	9.1	-9.8	60.6*
COc1ccc(C(=O)N2CCN(c3cccc(Cl)c3)CC2)cc1S(=O)(=O)NC1CC1	3.2	3.9	.	-1.1	.	3.9	6.4	14.9	23.1
COC(=O)c1cccnc1NC(=S)NNC(=O)c1ccncc1	-1.6	4.5	10.5	-2.9	2.9	4.4	2.7	-14.4	-11.7
CC(c1ccccc1)C1CC(=O)N(Cc2ccco2)C1=O (stereo not drawn)	-2.2	-3.2	-3.4	-1.3	2.2	8.7	0.8	19.1	13.4

Further structures
SMILES	PAD4 inh	PAFAH1B3 FP inh	EBNA-1 inh	LYPLA1 inh	GSTO1 inh	PAFAH2 FP inh	LYPLA2 inh	ZTA counter	PREPL inhibitor
CCN(CC)C1CCN(c2nc3nonc3nc2NCCOC)C1 (stereo not drawn)	5.1	2.5	2.5	-1.3	1.9	7.0	0.2	6.0	5.7
CCn1ncc(/C=C/C(=O)Nc2c(C)nn(CC)c2C)c1C	1.0	12.7	7.8	-1.6	-3.6	-4.0	2.5	8.2	0.3
CC1(C)Cc2c(cnn2-c2ccc(F)cc2)C(NC(=O)C(C)(C)O)C1 (stereo not drawn)	1.3	8.7	4.5	1.6	-0.4	3.9	0.6	-1.0	-3.4
O=C(NCCOc1ccccc1Cl)c1cc(F)c(F)cc1Cl	-2.4	6.0	2.6	-0.9	4.2	0.8	1.3	6.4	2.1
CCNc1nc(NCC)n2c(SCC(=O)Nc3ccc(F)cc3)nnc2n1	2.9	6.8	0.1	-2.2	4.6	1.2	-4.3	-3.2	-5.6
O=C1CC(c2nc3ccccc3[nH]2)CN1c1ccccc1F (stereo not drawn)	0.2	-1.0	-10.3	1.1	3.6	-0.3	6.9	6.4	-7.9
O=C(Nc1cccc2ncccc12)c1ccc(F)cc1	4.6	-5.4	7.8	-2.3	2.2	10.5	3.8	-10.2	5.5
CCOc1ccc(Nc2ncnc3c2cnn3C)cc1	1.4	-0.1	-1.8	5.4	-3.5	1.8	-3.1	-4.2	5.0
Cc1noc(C)c1CSCC(=O)Nc1cc(Cl)ccc1N1CCOCC1	-2.5	-1.9	-1.3	-6.3	-1.8	-2.4	-10.2	-2.7	9.8
CN1CCN(S(=O)(=O)c2ccc(NC(=S)NC(=O)C3CCCC3)cc2)CC1	2.9	7.6	-3.4	6.3	-3.4	0.1	12.7	-10.1	10.5
O=C(C1CCC1)N1CCN(S(=O)(=O)c2ccc(Br)cc2Cl)CC1	-8.1	4.2	-9.7	0.2	2.6	13.6	-7.0	-6.0	-0.2
Cc1cc(C)nc(N2CCCC(C(=O)Nc3nnc(C)s3)C2)n1 (stereo not drawn)	-1.4	-0.4	6.4	2.3	-5.8	-3.6	-0.7	1.0	2.3
COc1ccc(CCC(=O)Nc2ccc(OC)c(S(=O)(=O)N3CCCCC3)c2)cc1	-5.8	-5.9	.	-3.3	.	-6.6	4.1	-4.4	-0.6
CCc1c(C)nc(N)n2c(SCC(=O)N3CCCC(C)C3)nnc12 (stereo not drawn)	3.2	0.3	0.7	-0.3	4.3	4.6	10.8	9.0	25.3
Cc1ccsc1C1C(C#N)=C(N)OC2=C1C(=O)CC(C)C2 (stereo not drawn)	-5.0	1.4	-12.7	0.3	2.2	-1.4	-7.9	-6.3	11.6
COc1ccc(CNc2nc(-c3cccnc3)nn2S(C)(=O)=O)cc1	1.0	2.9	7.5	2.4	-9.6	8.7	-1.2	11.8	0.6
CCSc1c(C(=O)NC)ccc2c1C(=O)c1ccccc1C2=O	-3.0	4.2	4.0	2.8	9.4	11.4	6.3	16.9	2.6
O=C(CCCn1c(=S)[nH]c2ccccc2c1=O)N1CCOCC1	-0.7	6.0	2.9	0.9	3.9	4.2	-3.1	17.2	-1.3
CCCc1ccc2oc(C(=O)N(C)Cc3cnccn3)c(C)c2c1	4.0	11.2	-0.5	0.3	5.5	1.7	4.3	-19.9	6.6
CCOc1ccc(NC(=O)c2ccc(NC(=O)c3ccc(CN4CCOCC4)cc3)cc2)cc1	-4.7	-2.1	-18.0	-4.5	3.4	2.1	-1.4	2.2	7.7
Cc1ccc(NC(=O)CSCC(=O)OC(C)C(=O)Nc2ccc(S(N)(=O)=O)cc2)c(C)c1 (stereo not drawn)	-3.0	4.5	-7.6	-3.5	3.1	2.2	0.6	-14.1	-11.8
COC(=O)c1ccc(N2C(=O)CC(SCCN)C2=O)cc1 (stereo not drawn)	-3.6	3.3	0.3	-1.6	-0.6	-4.1	2.0	-4.8	1.7
Nc1c(C(=O)O)sc2nc3c(cc12)CCCC3	0.1	.	6.9	-1.6	-2.9	.	-0.1	10.2	10.1
Cc1cc(C(=O)N/N=C/c2ccc(Cl)c([N+](=O)[O-])c2)c(C)n1-c1ccc(F)cc1	-2.2	11.3	6.7	-11.5	0.2	-6.8	-1.8	-13.7	18.1
Cc1nnc(SCC(=O)NNC(=O)c2ccco2)s1	0.0	10.3	2.0	0.3	6.3	-1.3	2.6	-1.6	6.5

Additional entries
SMILES	PAD4 inh	PAFAH1B3 FP inh	EBNA-1 inh	LYPLA1 inh	GSTO1 inh	PAFAH2 FP inh	LYPLA2 inh	ZTA counter	PREPL inhibitor
Cc1cc(=O)[nH]c2ccc(S(=O)(=O)NC3CCCCC3)cc12	0.3	3.5	0.1	1.4	-12.1	-1.7	-0.4	0.3	8.6
C/C(=N/NC(=O)C1COc2ccccc2O1)c1ccc(Br)s1 (stereo not drawn)	3.3	-3.6	-1.7	-4.2	-9.4	4.3	-0.9	-0.9	-8.6
Cc1ccsc1C(=O)OC(C)C(=O)Nc1ccc(Cl)cn1 (stereo not drawn)	-1.0	10.1	.	.	.	-1.7	.	.	-3.4
Cc1cc(C)n(Cc2cccc(F)c2)c(=O)c1C#N	2.8	5.3	-0.5	0.5	0.1	4.7	1.4	-24.3	8.2
CCN1CCc2c(sc(NC(=O)Nc3ccc(Cl)c(Cl)c3)c2C(N)=O)C1	-6.0	9.6	6.4	13.8	-10.7	-5.8	14.3	6.1	69.8*
CC(=O)N/C(=C/c1ccc(OS(=O)(=O)c2ccc(C)cc2)cc1)C(=O)Nc1ccc(C(=O)O)cc1	-5.0	-0.2	2.6	-0.8	1.9	-4.9	1.6	10.4	-11.8
Cn1ccc(C(=O)N/N=C/c2ccccc2[N+](=O)[O-])n1	-2.4	9.2	-9.6	-0.1	4.5	13.3	-0.9	1.4	11.8
C/C(CC(=O)NCC(C)C)=N\NC(=O)COc1cc(C)c(Br)cc1Br	3.9	5.8	-5.4	-0.7	0.5	-0.9	-7.8	-1.4	7.9
CN1CCN(CCCNC(=O)c2cn(C)c3ccc(S(=O)(=O)N(C)C)cc3c2=O)CC1	3.7	8.4	-7.8	-0.1	3.1	2.7	0.8	5.3	-0.5
COc1ccc(/C=C/C(=O)O)cc1COc1ccccc1C	-2.6	1.1	5.2	-2.4	1.8	-1.9	-3.5	3.2	-9.0
O=C(Cc1cccs1)Nc1cccc(-c2nc3ccccc3o2)c1	-2.6	6.0	7.6	-1.3	-6.8	1.7	-4.3	7.7	-27.9
CC1(C)C(=O)C2(CCCCC2)C(=O)OC1c1cccs1 (stereo not drawn)	-0.5	0.9	2.2	-1.5	-4.6	2.8	-1.5	11.7	-6.9
